Sm TGR inh: S. mansoni TGR enzyme inhibition. Q962Y6. purified TGR, DTNB reduction, TNB absorbance 405 nm. Potency, µM (series often up to 114 µM), for inactives: at the highest dose activity change, negative = inhibition, usual class: inhibitors. 360,000 compounds, 3% hits; further: potency means the concentration at half of the fitted maximal effect; nearly all actives have a fitted effect of over 60% in size
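TGR 20 nM + NADPH 100 uM (dispensed conc.), cpd preinc 15 min RT; start with NADPH (500 uM addition) then DTNB (15 mM addition). Kinetic TNB absorbance, 405 nm filter. Four-parameter Hill fit across titration.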
AMA1-RON2 inh: disrupts binding of P. falciparum AMA1 to RON2; AlphaScreen AMA1-biotinylated RON2 peptide binding; Potency, µM (titrated, usually from 58.2 µM), inactives show top-dose activity change, negative = inhibition, usual class: inhibitors; 360,000 compounds, 0.2% hits; AID 720542;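 further: potency means the concentration at half of the fitted maximal effect; 0% = vehicle wells and -100% = peptide control; nearly all actives have a fitted effect of over 45% in size; some results filed as inactive show a strong effect at the top dose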
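AMA1 (3D7) with his tag at 25 nM final met compounds first, then biotinylated RON2 peptide at 25 nM; detection used donor plus acceptor beads, 10 µg/mL apiece, read by AlphaScreen after 30 min at room temperature.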
LmPK inhibitor: LmPK (Leishmania mexicana) enzyme inhibition. Q27686. 290,000 compounds, 0.37% hits. AID 1721. Potency, µM (titrated, usually from 57.5 µM), inactives show at the top dose activity change, negative = inhibition, most hits filed as inhibitors. purified LmPK, Kinase-Glo ATP luminescence, 1 h; further: potency means the concentration at half of the fitted maximal effect
Target sequence (Q27686 whole entry, looked up): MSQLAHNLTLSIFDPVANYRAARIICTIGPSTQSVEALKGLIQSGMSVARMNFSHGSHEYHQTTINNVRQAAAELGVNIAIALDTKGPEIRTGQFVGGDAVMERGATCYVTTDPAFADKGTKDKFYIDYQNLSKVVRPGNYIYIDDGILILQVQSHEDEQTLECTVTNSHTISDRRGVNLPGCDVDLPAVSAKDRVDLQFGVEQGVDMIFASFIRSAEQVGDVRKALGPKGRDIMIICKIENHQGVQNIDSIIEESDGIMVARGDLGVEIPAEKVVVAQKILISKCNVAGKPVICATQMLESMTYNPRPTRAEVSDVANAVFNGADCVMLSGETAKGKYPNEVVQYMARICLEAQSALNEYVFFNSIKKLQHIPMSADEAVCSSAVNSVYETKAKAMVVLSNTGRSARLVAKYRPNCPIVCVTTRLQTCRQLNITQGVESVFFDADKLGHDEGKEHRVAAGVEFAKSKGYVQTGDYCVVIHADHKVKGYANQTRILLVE
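Kinase-Glo luminescence read after 1 h RT reaction of 0.1 nM LmPK with 0.5 mM PEP and 0.1 mM ADP. Activity scaled between uninhibited and enzyme-free controls.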
AmpC inh detg: AmpC beta-lactamase inhibition with detergent present; AmpC hydrolysis of nitrocefin, absorbance 480 nm, 0.01% Triton; Potency, µM (series often up to 114 µM), for inactives: top-dose activity change, negative = inhibition, actives largely listed as inhibitors; 370,000 compounds, 0.041% hits;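 further: potency means the concentration at half of the fitted maximal effect; 0% = no-compound wells and -100% = no-enzyme wells; nearly all actives have a fitted effect of over 25% in size; some results filed as inactive show a strong effect at the top dose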
Target sequence (P00811 whole entry, looked up): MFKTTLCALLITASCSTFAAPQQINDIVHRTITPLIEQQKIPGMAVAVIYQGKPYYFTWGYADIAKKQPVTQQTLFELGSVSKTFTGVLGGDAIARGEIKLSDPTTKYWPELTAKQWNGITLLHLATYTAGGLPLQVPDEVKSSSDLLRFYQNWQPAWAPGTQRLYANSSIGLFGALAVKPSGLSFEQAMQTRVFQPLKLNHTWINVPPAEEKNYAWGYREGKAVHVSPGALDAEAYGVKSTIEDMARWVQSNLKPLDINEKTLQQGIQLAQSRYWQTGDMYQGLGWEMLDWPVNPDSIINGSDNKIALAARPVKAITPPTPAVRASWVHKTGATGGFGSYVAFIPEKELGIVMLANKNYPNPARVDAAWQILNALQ
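20 mM phosphate pH 7.0 + 0.01% (detergent screen) or 0.0001% Triton X-100; 5.3 nM AmpC reagent; cpd preinc 15 min RT; nitrocefin (800 uM stock) to start; A480 q20 s × 4 min; Activity was normalised to no-enzyme and no-compound control wells.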
TbPYK inhibitor: T. brucei pyruvate kinase inhibition. Q57TT1. TbPYK enzyme, Kinase-Glo Plus ATP luminescence, 45 min. Potency, µM (series often up to 76.8 µM), for the others: top-dose activity, negative = inhibition, most hits filed as inhibitors. 410,000 compounds, 0.12% hits. AID 624173; further: potency means the concentration at half of the fitted maximal effect; nearly all actives have a fitted effect of over 50% in size
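Quantitative HTS: titrated library compounds versus trypanosomal pyruvate kinase in TEA buffer (pH 7.2) containing KCl, MgCl2, BSA and Tween-20. Reactions were initiated with ADP, 130 uM final. Kinase-Glo Plus luminescence was read after 45 min at RT.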
HCMV antiviral: blocks human cytomegalovirus replication; activity change, negative = inhibition, % at 57.5 µM; HFF cells, HCMV-luciferase reporter, 72 h; active compounds read low; 410,000 compounds, 4.5% hits; in the data active means activity change below about -60%; inconclusive means no clear call, values can overlap the other calls; inactive means above about -39%
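Human foreskin fibroblasts infected with luciferase-reporter HCMV at MOI 1 PFU/cell, compounds at two doses. Luciferase measured 72 h post infection; normalized to buffer-only basal and Salinomycin (10uM) controls.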
AmpC inh no detg: AmpC beta-lactamase inhibition without detergent; AID 485341; P00811; AmpC nitrocefin hydrolysis, absorbance 480 nm, 0.0001% Triton; 330,000 compounds, 0.52% hits; Potency, µM (highest dose often 57.1 µM), inactives show at the highest dose activity change, negative = inhibition, usual class: inhibitors;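 further: potency means the concentration at half of the fitted maximal effect; plate controls were no compound for no effect and no enzyme for full effect; nearly all actives have a fitted effect of over 20% in size; some results filed as inactive show a strong effect at the top dose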
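AmpC (5.3 nM in the dispensed reagent) in 20 mM phosphate pH 7.0 with 0.01% (detergent screen) or 0.0001% Triton X-100 was preincubated with compounds for 15 min at room temperature. Nitrocefin was then added from an 800 uM solution, and hydrolysis was followed at 480 nm.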
* hit, by the source's call; ? = inconclusive; . = no result given; [ ] = remark or other dose. Unless noted, the call rests on the fitted dose curve; in most records, active means well fitted curve in the direction sought with a large enough effect; inconclusive means small, poorly fitted or top-dose-only effect, or another doubt; inactive means no such curve, though single readings can be large; an effect the other way counts as inactive or inconclusive. Unless noted, on the % scale 0 is the no-effect control and ±100 the full control effect.

SMILES | Sm TGR inh | AMA1-RON2 inh | LmPK inhibitor | AmpC inh detg | TbPYK inhibitor | HCMV antiviral | AmpC inh no detg
Cc1ccccc1-c1nc(CS(=O)CC(=O)N2CCN(c3cc(Cl)ccc3C)CC2)c(C)o1 (stereo not given) | -26% | . | . | 15% | -4% | -25 | .
COC(=O)c1c(C)oc2ccc(N(C(=O)c3ccncc3)S(=O)(=O)c3ccccc3)cc12 | -21% | -9% | -4% | 5% | -10% | -18 | 76%[activator]
CCSc1nnc(-c2c[nH]c3ccccc23)o1 | -10% | -17% | 0% | -8% | 19% | . | 0%
CCOC(=O)c1c(C)oc2ncnc(Nc3ccc(F)cc3Cl)c12 | -5% | . | . | -3% | 0% | 8 | .
O=C(COC(=O)/C=C/c1cccc(F)c1)Nc1ccc2[nH]c(=O)[nH]c2c1 | -10% | 20% | . | -5% | 1% | -17 | -29%
CC(C)(c1cc(Br)c(O)c(Br)c1)c1cc(Br)c(O)c(Br)c1 | 0% | -19% | . | 4% | ? | -18 | -23%
N#CC1(NC(=O)COC(=O)c2cc([N+](=O)[O-])ccc2N2CCOCC2)CCCCC1 | 1% | -1% | . | 0% | -4% | -14 | -8%
COc1ccc(NC(=O)CN2C(=O)C(c3ccccc3)=NC23CCCCCC3)cc1 | 6% | 12%[11.6 µM] | 8% | 0% | -3% | ? | -9%
Cc1cccc(NC(=O)CN2CCN(C(=O)C3CCN(C(=O)/C=C/c4ccccc4)CC3)CC2)c1C | -15% | 6% | . | -2% | -9% | ? | 118%[activator]
O=C(c1ccc(-c2cc(Cl)ccc2Cl)o1)N1CCOCC1 | 0%[57.1 µM] | -14% | -5% | ? | -1% | -24 | 33%
O=C(NCCCn1ccnc1)c1ccc(Br)s1 | 8% | -22% | 2% | ? | -5% | -36 | -9%
COc1ccc(Br)cc1CNC(=O)c1cc(=O)[nH]c2ccc(S(=O)(=O)N3CCCC3)cc12 | -2% | . | . | 5% | -2% | 38 | .
COC(=O)c1c(NC(=O)c2cnccn2)sc2c1CCC2 | 13% | 117%[activator] | 14% | 2% | 2% | 46 | -7%
O=C1CC(N2C(=O)/C(=C/C=C/c3ccccc3)SC2=S)C(=O)N1c1ccccc1 (stereo not given) | -6% | -5% | -2% | ? | -12% | -15 | -44%
N#CC1=C(N)Oc2cc(N)ccc2C1c1cccnc1 (stereo not given) | 0% | -4%[2.32 µM] | 3% | ? | -4% | 4 | -16%
CCC(C)NC(=O)c1cnn(-c2ccc(Cl)cc2)c1C1CCN(C(=O)OC(C)(C)C)CC1 (stereo not given) | -6% | . | . | 7% | -4% | -7 | .
COC(=O)c1ccc(CSc2nc3c(c(=O)n2-c2ccccc2)SCC3)o1 | -13% | -14% | 5% | ? | -15% | -22 | -28%
CCOc1cc(CNC2CCCC2)cc(Cl)c1OCc1ccccc1 | 9% | 0% | -5% | -9% | -10% | -23 | 35%
Cc1cc(C)c(NS(=O)(=O)c2cc(-c3cnc(C4CC4)o3)ccc2C)c(C)c1 | 1% | . | . | -6% | 0% | -13 | .
COc1ccc(NCC(=O)N/N=C/c2c(C)nn(Cc3ccccc3)c2Cl)cc1 | -21% | -5% | 1% | ? | -5% | -24 | 1%
CC(C)S(=O)(=O)NC(=O)C1(C)CCN1C(=O)Cc1ccccc1 (stereo not given) | . | 31% | . | . | -4% | -32 | .
CC1CCc2sc(NC(=O)C3CC(Cl)=CCC3C(=O)O)c(C#N)c2C1 (stereo not given) | . | -8% | -2% | -10% | -3% | -27 | -37%
Cc1ccc(NC(=O)c2ccc(NC(=O)N3CCSc4ncccc43)cc2)cc1Cl | -12% | . | . | -6% | -5%[15.4 µM] | ? | .
CN(C)c1c(F)cc(-c2nn[nH]n2)cc1F | 15% | -5% | -2% | -5% | 9% | 20 | -18%
O=C1CN(c2nc(-c3ccccc3)c3cc(Br)ccc3n2)c2ccccc2N1 | -2% | . | 4% | -11% | . | . | -33%
Clc1ccc(C(c2ccccc2)N2CCNCC2)cc1 (stereo not given) | 5% | 1% | 2% | ? | 1% | 45 | 40%
O=C(Cc1cccc(C(F)(F)F)c1)NCC(c1ccco1)N1CCCCC1 (stereo not given) | ? | 10% | -2% | 1% | 1% | -26 | 31%
Cc1ccc2oc(=O)c3cc(C(=O)Nc4ccccc4C(N)=O)sc3c2c1 | -1% | . | . | -6% | 0% | 6 | .
O=c1cccc2n1Cc1cc3ccccc3nc1-2 | -4% | 9% | -29% | -5% | -6% | 103 | -52%
O=[N+]([O-])/C(C(=C(Cl)Cl)N1CCOCC1)=C1\NCCO1 | -1% | 9% | 2% | -4% | 6% | 13 | -15%
Cc1cc(C)n(CC(O)COc2ccc3ccccc3c2)n1 (stereo not given) | -2% | -1% | 0% | -7% | 6% | 68 | 38%
Cc1cccc(NS(=O)(=O)c2c(C)nc3scc(C)n3c2=O)c1 | 0% | 8% | 0% | -6% | -3% | -70* | 13%
COC(=O)c1ccc(OCCn2cnc3ccccc3c2=O)cc1 | -12% | -3% | -1% | -15% | 0% | 83 | 0%
CCc1cccc(NC(=O)Nc2ccc3c(c2)N(C)C(=O)c2ccccc2S3)c1 | -27% | . | . | -8% | -6% | ? | .
O=C(Nc1ccccc1C(=O)Nc1ccc(Br)cn1)c1cccc([N+](=O)[O-])c1 | 1% | 5% | 3% | 1% | 2% | 70 | -13%
CC(=O)Nc1ccc(NC(=O)CCn2nnc3ccccc32)cc1 | 7% | 0% | 1% | -2% | -21% | 15 | 90%[activator]

Profiles as entered above.
O=C(Nc1ccccc1C(=O)Nc1ccc(Br)cn1)c1cccc([N+](=O)[O-])c1 is listed as Sm TGR inh = 1%; AMA1-RON2 inh = 5%; LmPK inhibitor = 3%; AmpC inh detg = 1%; TbPYK inhibitor = 2%; HCMV antiviral = 70; AmpC inh no detg = -13%
Cc1cc(C)n(CC(O)COc2ccc3ccccc3c2)n1 (stereo not given) is listed as Sm TGR inh = -2%; AMA1-RON2 inh = -1%; LmPK inhibitor = 0%; AmpC inh detg = -7%; TbPYK inhibitor = 6%; HCMV antiviral = 68; AmpC inh no detg = 38%

(further entries)
SMILES | Sm TGR inh | AMA1-RON2 inh | LmPK inhibitor | AmpC inh detg | TbPYK inhibitor | HCMV antiviral | AmpC inh no detg
CCO[C@H]1OC(C(=O)NCc2ccccc2)=C[C@@H](c2ccc3c(c2)OCO3)[C@@H]1CCCO | 1% | 0% | 5% | -6% | -2% | -68* | 70%[activator]
Cc1cc(S(=O)(=O)n2cnc3cc([N+](=O)[O-])ccc32)ccc1Cl | -17% | -4% | -6% | 9% | -8% | -2 | -15%
O=C(CSc1nccc(=O)[nH]1)NC1CCCCCC1 | . | 32%[activator] | . | . | 1% | 1 | -13%
CCCS(=O)(=O)NC(=O)C1(C)CCCN(C(=O)c2cc3ccccc3s2)C1 (stereo not given) | . | 11% | . | . | 1% | 23 | .
COc1ccccc1-n1cnc2c(c1=O)c1nc3ccccc3nc1n2CCc1ccccc1 | -1% | 5% | 0% | -13% | 1% | ? | -7%
COc1cc2c(cc1NC(=O)C(C)Sc1ccc(NC(C)=O)cc1)oc1ccccc12 (stereo not given) | 10% | 9%[11.6 µM] | 2% | -10% | 0% | -4 | 15%
COc1cccc(C(NC(C)=O)c2nc(-c3cccc(C(=O)O)c3)cs2)c1 (stereo not given) | . | 0% | . | . | 2% | -11 | .
Cc1cc(NC(=O)CCC(=O)N(CC(=O)NCC2CCCO2)c2ccc3c(c2)OCCO3)no1 (stereo not given) | -1% | 2% | -1% | -11% | -4% | 25 | -13%
CCCc1nc2ccc(Cl)cn2c1Cc1ccsc1 | . | -28% | . | . | 4% | 9 | .
O=C(c1ccccc1F)c1cn(CC(=O)N2CCOCC2)c2ccccc12 | -20% | 1% | 1% | -5% | 0% | 3 | -18%
CCOC(=O)c1c(NC(=O)CN2CCCCC2)sc(C)c1C | . | -3% | 0% | 7% | -3% | -4 | 0%
N=C1C(c2nc(-c3cccc([N+](=O)[O-])c3)cs2)=C(O)CN1NC(=O)c1ccco1 | 8% | 4% | 6% | -1% | -6% | -30 | -19%
COc1cccc(-c2cc(C(=O)Nc3cc(OC)c(OC)c(OC)c3)no2)c1 | 3% | -2% | -1% | 4% | -2% | -2 | 77%[activator]
CCOC(=O)C(O)(c1ccc(NC(=O)Oc2ccccc2)cc1)C(F)(F)F (stereo not given) | -12% | -9% | 0% | -9% | 2% | -26 | -22%
CCOC(=O)N1CCN(S(=O)(=O)c2cccc3ccc(C)nc23)CC1 | 3% | 1% | 1% | -5% | -1% | 8 | -9%
O=S(=O)(NCC(c1cccnc1)N1CCN(Cc2ccccc2)CC1)c1cc(F)ccc1F (stereo not given) | -22% | -7% | -2% | 5% | -2% | -4 | 86%[activator]
CCOC(=O)n1c(=O)n(C)c2ccc(Cl)cc21 | 30% | -6% | 3% | -5% | -6% | -19 | 5%
Cc1ccc(S(=O)(=O)N(C)C)cc1NC(=O)c1cccs1 | 15% | 5% | -1% | 1% | -18% | -32 | -10%
CN(C)S(=O)(=O)c1cccc(NC(=O)CCCC2CCCCC2)c1 | . | -5% | . | . | -2% | ? | .

Copied from the entries so far (5 entries):
SMILES | Sm TGR inh | AMA1-RON2 inh | LmPK inhibitor | AmpC inh detg | TbPYK inhibitor | HCMV antiviral | AmpC inh no detg
N=C1C(c2nc(-c3cccc([N+](=O)[O-])c3)cs2)=C(O)CN1NC(=O)c1ccco1 | 8% | 4% | 6% | -1% | -6% | -30 | -19%
COc1cccc(-c2cc(C(=O)Nc3cc(OC)c(OC)c(OC)c3)no2)c1 | 3% | -2% | -1% | 4% | -2% | -2 | 77%[activator]
CCOC(=O)C(O)(c1ccc(NC(=O)Oc2ccccc2)cc1)C(F)(F)F (stereo not given) | -12% | -9% | 0% | -9% | 2% | -26 | -22%
CCOC(=O)N1CCN(S(=O)(=O)c2cccc3ccc(C)nc23)CC1 | 3% | 1% | 1% | -5% | -1% | 8 | -9%
O=S(=O)(NCC(c1cccnc1)N1CCN(Cc2ccccc2)CC1)c1cc(F)ccc1F (stereo not given) | -22% | -7% | -2% | 5% | -2% | -4 | 86%[activator]

Compound activity as filed in PubChem.
